Bioassay records as filed in PubChem.
SUMO1 PPI mod – modulators of human SUMO1-mediated protein-protein interactions. 360,000 compounds, 0.33% hits. AID 602429. SUMO1 binding to a labelled peptide, TR-FRET, 1 h. inhibition, % at 20 µM. P63165; in the data active means inhibition above about 37%
Target sequence (P63165 whole entry, looked up): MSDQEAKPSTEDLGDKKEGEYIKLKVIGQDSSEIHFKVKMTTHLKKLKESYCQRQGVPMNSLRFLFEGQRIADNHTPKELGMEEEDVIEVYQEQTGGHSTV
STEP inh – blocks human striatal-enriched tyrosine phosphatase; P54829; recombinant STEP, OMFP fluorogenic substrate, fluorescence; inhibition, % at 20 µM; 360,000 compounds, 0.25% hits; AID 588621;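 active means inhibition at 20 µM, scaled per plate between control wells, above about 37%, limit read from the data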;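 further: 0% = DMSO with enzyme and substrate and 100% = substrate only without enzyme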
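medium = Bis-Tris buffer pH 6.0, 2.5 mM DTT, 0.005% Tween 20 | test system = STEP (striatal-enriched tyrosine phosphatase) enzyme, cell-free | measure = normalized % inhibition | compound dosing = 20 µM, 1% DMSO | also added = 25 µM OMFP | schedule = reaction 20 min, ambient temperature | measured by = fluorescence read at 480 nm ex / 540 nm em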
DNMT1 inh – DNMT1 (human) enzyme inhibition | DNMT1 molecular beacon, Hinp1I cleavage, fluorescence | 360,000 compounds, 0.83% hits | inhibition (reported as % activation of signal), % at 10 µM; in the data active means inhibition above about 50%
CendR NRP1 mod – modulators of CendR peptide binding to human neuropilin-1; O14786; FAM-RPARPAR peptide binding to NRP-1, fluorescence polarization; inhibition, % at 25 µM; 360,000 compounds, 0.85% hits; AID 602438;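 active means inhibition or corrected inhibition above about 18%, plus a signal ratio from 0.5 to 1.5, limit read from the data, passing the limit was not always enough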; further: strong numbers were not always called active
LMPTP block – LMPTP (human) inhibition. 360,000 compounds, 0.22% hits. P24666. inhibition, % at 20 µM. recombinant LMPTP-A, OMFP fluorogenic substrate, fluorescence intensity;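 active means compounds that cut the enzyme signal by at least half of the control window in the single-dose screen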;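 further: plate controls were DMSO wells with enzyme plus substrate for no effect and substrate without enzyme for full effect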
Target sequence (P24666 whole entry, looked up): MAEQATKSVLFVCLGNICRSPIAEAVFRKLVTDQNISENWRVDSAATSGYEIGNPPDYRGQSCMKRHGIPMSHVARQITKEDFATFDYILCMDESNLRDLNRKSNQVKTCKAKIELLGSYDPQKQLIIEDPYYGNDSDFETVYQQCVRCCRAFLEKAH
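Assay system: LMPTP-A enzyme. Input: 0.625 nM LMPTP-A final. Probe or stimulus: 400 µM OMFP. Compound dosing: single 20 µM dose. Schedule: 50 min dark incubation at room temperature. Detection: fluorescence intensity of OMFP turnover product. Read-out: percent inhibition versus substrate-only and uninhibited controls. Benchmarks: no-enzyme low control, uninhibited high control.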
SKN-1 block – blocks SKN-1 activity in C. elegans; 360,000 compounds, 0.49% hits; C. elegans VP596 Pgst-4::GFP/RFP ratio, acrylamide-induced, 24 h; inhibition, % at 21.8 µM;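 active means interference check ratio from 0.5 to 1.5 plus GFP to RFP signal ratio inhibition reaching or exceeding a fixed threshold, cut at about 30% in these data, passing the limit was not always enough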; further: some compounds called inactive have numbers as strong as hits
Scp1 inh – blocks human Scp-1 phosphatase activity; AID 493091; inhibition, % at 20 µM; 340,000 compounds, 0.88% hits; Recombinant Scp1, phosphopeptide, malachite green phosphate absorbance; Q9GZU7;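 active means inhibition above about 50% at 20 µM, limit read from the data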;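 further: plate controls were DMSO wells with enzyme for no effect and wells lacking enzyme for full effect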
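Incubation: 45 min enzyme reaction at room temperature / System: truncated SCP-1 phosphatase (76-261aa) / Reagent: Phospho 17-mer peptide substrate / Buffer or medium: Acidic Tris acetate buffer with magnesium and detergent / Signal: absorbance at 630 nm / Doses: one concentration, 20 µM, with 1.0% DMSO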
Neddylation inh – blocks human cullin neddylation. TR-FRET cullin neddylation, biochemical. calls only at 25 µM. 360,000 compounds, 0.58% hits. AID 651699; in the data active means inhibition above about 36%
Target sequence (P61081 whole entry, looked up): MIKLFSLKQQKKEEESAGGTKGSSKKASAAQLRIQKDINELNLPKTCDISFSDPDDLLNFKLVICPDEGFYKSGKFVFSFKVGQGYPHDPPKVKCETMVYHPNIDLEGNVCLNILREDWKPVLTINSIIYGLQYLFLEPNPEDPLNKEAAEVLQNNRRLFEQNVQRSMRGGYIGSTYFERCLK
Target sequence (Q13564 whole entry, looked up): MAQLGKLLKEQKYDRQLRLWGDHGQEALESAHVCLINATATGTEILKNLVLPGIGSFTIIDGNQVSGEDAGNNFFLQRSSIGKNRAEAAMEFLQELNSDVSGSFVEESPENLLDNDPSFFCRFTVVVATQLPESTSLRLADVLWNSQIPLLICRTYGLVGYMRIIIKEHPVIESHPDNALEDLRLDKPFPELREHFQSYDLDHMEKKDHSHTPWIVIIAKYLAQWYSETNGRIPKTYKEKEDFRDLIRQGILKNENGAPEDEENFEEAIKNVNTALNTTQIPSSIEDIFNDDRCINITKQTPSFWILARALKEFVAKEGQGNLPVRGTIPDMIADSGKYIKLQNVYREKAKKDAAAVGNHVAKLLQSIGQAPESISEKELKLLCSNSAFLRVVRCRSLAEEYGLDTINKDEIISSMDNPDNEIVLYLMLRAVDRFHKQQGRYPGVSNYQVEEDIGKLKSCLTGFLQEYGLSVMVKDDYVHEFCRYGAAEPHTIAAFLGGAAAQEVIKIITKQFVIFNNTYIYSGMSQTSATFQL
NadD block – inhibitors of Staphylococcus aureus NadD | purified NadD enzyme, colorimetric absorbance read-out | inhibition, % at 20 µM | 360,000 compounds, 0.78% hits; in the data active means inhibition above about 26%; further: some compounds past the cut are filed as inactive
Tb MetRS inh – blocks T. brucei methionyl-tRNA synthetase activity; purified T. brucei MetRS, ATP depletion, Kinase-Glo luminescence; inhibition, % at 11.9 µM; 360,000 compounds, 0.4% hits;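 active means inhibition above a per-plate cutoff of the control wells' mean inhibition plus 3 SD, cut at about 5.5% in these data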;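 further: 0% = DMSO wells median and 100% = median of wells with control inhibitor compound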
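Material – parasite MetRS enzyme · Medium – HEPES-MgCl2-KCl buffer plus DTT, spermine, BSA, pyrophosphatase · Reagent – ATP, methionine and E. coli bulk tRNA substrates · Times – 15 min enzyme-compound preincubation, 2 h reaction, 10 min detection, 25 °C · Measured by – luminescence of leftover ATP · Evaluation – percent inhibition relative to median high and low control wells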
Starred values were filed as active, the others as inactive; i = inactive; · = not tested or not shown.

Value order – SUMO1 PPI mod, STEP inh, DNMT1 inh, CendR NRP1 mod, LMPTP block, SKN-1 block, Scp1 inh, Neddylation inh, NadD block, Tb MetRS inh
O=C(CNS(=O)(=O)c1ccc(Cl)cc1)OCC(=O)N1CCCc2ccccc21
    5.0, 10.3, -3.7, -14.5, -1.7, -17.0, -8.0, i, -7.9, 0.6
Cc1csc(=O)n1CCC(=O)OCC(=O)NNC(=O)c1ccc(Cl)cc1
    2.6, 48.8*, -3.7, 0.7, 0.4, 4.2, 4.4, i, -4.1, -0.4
CCC(CC)c1nnc(NC(=O)CN2C(=O)NC3(CCCC3)C2=O)s1
    15.3, -2.6, 0.7, -6.5, 0.0, 22.2, -10.2, i, -0.4, -0.3
Cc1nc(CNS(=O)(=O)c2ccc3ccccc3c2)cs1
    -4.2, 0.1, -1.1, 9.9, -1.4, -6.0, 2.4, i, -2.9, -0.5
COc1cc(N2CCOCC2)ccc1C=C(C#N)C#N
    -7.3, -0.2, 0.4, 5.4, 1.9, 32.2, 6.2, i, 0.0, -0.2
Cc1ccc(SCCC(=O)OC(C(=O)NC(N)=O)C(C)C)cc1 (centres undefined)
    0.0, -2.8, 1.4, -0.7, -0.5, 0.2, 0.6, i, -11.8, -0.8
CC1Cc2ccccc2N1C(=O)CN1C(=O)NC(C)(c2ccc3c(c2)OCCO3)C1=O (centres undefined)
    3.8, 1.8, 3.9, -12.6, 0.4, 4.6, -9.4, i, 2.7, -0.4
O=C(Nc1ccccc1F)c1ccc(Cn2cc(Cl)cn2)cc1
    -3.4, 1.1, -2.3, 2.4, -0.7, 9.4, -8.7, i, -0.5, -0.5
CCOc1ccc2nc(SCC3CC3(Cl)Cl)[nH]c2c1 (centres undefined)
    1.7, -1.5, -0.5, 1.9, 0.5, 11.2, -3.3, i, -0.6, 1.0
COc1ccc(-c2noc(N3CCC(C(=O)Nc4ccccc4F)CC3)n2)cc1
    3.1, 3.8, 8.8, 4.0, 0.5, 4.2, -9.2, i, -9.6, -0.5
O=C(Cn1cc(C(=O)C(F)(F)F)c2ccccc21)N1CCOCC1
    -0.3, 0.4, -0.6, -3.3, -1.4, 4.1, -2.7, i, 1.0, -0.8
Cc1ccccc1-n1c(C)nnc1SC(C)C(=O)NCC1CCCO1 (centres undefined)
    -0.9, -2.0, -1.1, -0.8, -0.3, 2.8, -7.2, i, -2.2, -0.2
CN(C)c1cccc(C(=O)OCC(=O)Nc2nccs2)c1
    10.5, -1.2, 0.1, 1.8, 7.1, 7.5, 18.1, i, 4.3, 0.1
c1ccc2c(c1)OCC(c1csc3ncnc(N4CCCCC4)c13)O2 (centres undefined)
    3.7, -3.4, -1.3, -1.2, 3.3, -10.6, 0.8, i, -0.5, 0.2
CSc1nnc(SCc2nc3sc(C(=O)O)c(C)c3c(=O)[nH]2)s1
    20.6, 18.6, 18.4, -119.8, 4.0, -14.8, 74.0*, i, 1.0, -1.0
Cc1ccc(Cl)cc1N1CCN(C(=O)C(C)n2ncn3cccc3c2=O)CC1 (centres undefined)
    -4.1, -3.3, -5.8, -7.6, -0.8, 12.5, 6.0, i, 5.2, -1.4
CS(=O)(=O)Nc1cccc(C2=NN(C(=O)CCCC(=O)O)C(c3cccs3)C2)c1 (centres undefined)
    -5.8, 0.4, -0.4, -6.6, -0.8, 7.9, -12.3, i, -4.1, -0.9
C=CCOc1ccc(CNn2cn[nH]c2=S)cc1OCC
    1.4, 9.7, 5.2, -11.6, -23.2, 10.4, 0.5, i, 0.7, -0.9
O=C(O)C1C2CC(C(Br)C2Br)C1C(=O)O (centres undefined)
    6.6, -2.5, -4.0, 9.8, -2.1, 6.2, -2.7, i, -1.7, -0.2
O=C(O)CCCC(=O)Nc1nc2n(n1)C(c1ccc(F)cc1)CC(c1ccc(Cl)cc1)N2 (centres undefined)
    0.0, 0.1, 0.7, 14.2, -0.3, -5.6, 2.4, i, 9.5, 1.1

The list goes on, overlapping the part above by 2 compounds.
Value order – SUMO1 PPI mod, STEP inh, DNMT1 inh, CendR NRP1 mod, LMPTP block, SKN-1 block, Scp1 inh, Neddylation inh, NadD block, Tb MetRS inh
O=C(O)C1C2CC(C(Br)C2Br)C1C(=O)O (centres undefined)
    6.6, -2.5, -4.0, 9.8, -2.1, 6.2, -2.7, i, -1.7, -0.2
O=C(O)CCCC(=O)Nc1nc2n(n1)C(c1ccc(F)cc1)CC(c1ccc(Cl)cc1)N2 (centres undefined)
    0.0, 0.1, 0.7, 14.2, -0.3, -5.6, 2.4, i, 9.5, 1.1
COc1cccc(CN2CC(C(=O)N3CCCC3)CCC2=O)c1 (centres undefined)
    -7.2, -0.4, 2.1, 9.6, -1.4, 11.8, -5.3, i, -4.8, 0.2
CC1(C)CC2CC(C)(CN2C(=O)COC(=O)CNC(=O)c2ccc(Cl)c(Cl)c2)C1 (centres undefined)
    -1.5, -1.6, 1.2, 7.7, 0.0, -8.1, -3.9, i, 2.3, -0.2
COc1cc(Nc2ccn3nc(-c4ccc(F)cc4)cc3n2)cc(OC)c1OC
    6.3, 0.4, -14.7, 6.1, 3.0, 25.1, ·, ·, 9.9, -0.3
Cc1ccc(NC(=S)N(CCN(C)C)C(C)c2ccco2)cc1C (centres undefined)
    -1.8, 1.9, 2.4, 7.2, -2.4, -2.7, -4.6, i, -4.5, -0.3
CC(C)(C)NC(=O)C[C@H]1C[C@H](C(=O)N2CCOCC2)[C@@]2(CCC3CCCC3)c3[nH]c4cc(-c5ccco5)ccc4c3CCN2C1=O
    3.4, -3.3, -25.4, -25.3, -0.3, -1.3, 6.5, ·, 1.9, -3.0
Cc1c(NC(=O)C(C)SC(=S)N2CCCC2)c(=O)n(-c2ccccc2)n1C (centres undefined)
    -1.9, -0.9, 4.5, 3.7, -0.8, 5.9, -5.7, i, -0.6, -0.3
Cc1cccc(NC(=O)C2CCN(C(=O)c3ccc(Cl)cc3)CC2)n1
    2.0, -1.5, 1.4, -4.7, -0.1, 0.5, -3.4, i, -4.2, -0.1
CC(=O)c1c(C)[nH]c(C(=O)COC(=O)CCSc2ccccc2)c1C
    0.4, 0.3, -4.5, 9.1, -0.1, -6.2, -7.0, i, -4.1, -0.1
CC(N)c1csc(Nc2ccc(C(=O)NCCO)cc2)n1 (centres undefined)
    -1.8, 0.7, 2.4, 5.0, 0.6, 8.6, ·, i, -1.0, -0.2
CCn1cc(/C=N/NC(=O)c2ccc(C#N)cc2F)c2ccccc21
    -7.2, -1.1, -4.1, 2.9, 0.3, 11.5, -5.6, i, 3.2, 0.3
Cc1nc2cc(NC(=O)c3ccc(Cl)cc3)ccc2n1C
    3.5, -1.0, 2.8, -3.9, -0.6, 19.3, -3.7, i, -3.2, -0.5
Cc1ccc(F)c(S(=O)(=O)NC(=O)C2(C)CCN2C(=O)C/C=C/c2ccccc2)c1 (centres undefined)
    -5.0, -0.9, 8.1, -3.3, 0.3, 9.5, ·, i, 1.7, -0.3
COc1cccc(C(=O)Oc2ccc(N3C(=O)CCC3=O)c(C)c2)c1
    -0.6, -1.9, 8.2, -6.2, 1.4, -2.9, 4.2, i, -2.1, -1.4
COc1cc2c(cc1NC(=O)CN1C(=O)NC3(CCc4ccccc43)C1=O)oc1ccccc12 (centres undefined)
    3.2, -7.9, -14.9, 0.1, 3.2, 31.7, -13.5, i, 35.5*, 1.1
Cc1cccc(C(=O)N=C2SC3CS(=O)(=O)CC3N2c2ccccc2)c1 (centres undefined)
    0.2, -0.5, 5.2, -12.0, -0.8, 3.7, -11.4, i, -1.5, -0.2
Cc1cc(-c2nnc(SCC(=O)Nc3ccc(Br)cc3F)n2N)n[nH]1
    -1.7, -1.4, 0.3, -3.0, -2.2, -1.0, -5.2, i, 5.1, 0.1
CCOC(=O)c1cc2sccc2n1CC(=O)C(C)(C)C
    0.6, -2.6, -4.0, 5.9, -0.9, 1.6, -11.6, i, -7.4, -0.3
C/C=C/C(=O)OCC(=O)Nc1cccc(Br)c1
    -1.3, 2.7, 0.2, -11.3, -3.2, -0.1, -13.8, i, -8.3, -0.4
COc1ccc(-c2nc3ccc(C(=O)NCC(OC)OC)cc3nc2-c2ccc(OC)c(OC)c2)cc1OC
    -26.4, 0.0, -1.1, -1.5, 0.7, 1.7, -4.0, i, -1.7, -0.3
CCc1ccc(OCC2c3cc(OC)c(OC)cc3CCN2C(=S)NC)cc1 (centres undefined)
    -1.6, 1.7, 1.9, -6.6, 1.2, 4.0, -4.9, i, -11.2, -0.1
COc1ccc(-c2nc3ncnn3cc2C)cc1F
    2.9, 1.9, -4.9, 3.2, -0.2, 14.0, 0.4, ·, 2.5, 0.4
Cc1cc(/C=C2/SC(=O)N(CC(=O)N3CCOCC3)C2=O)c(C)n1-c1ccccc1F
    -0.3, 1.5, 1.5, 14.5, -2.5, 4.5, -6.8, i, -0.2, -0.9
CSCCC(NC(=O)c1ccc(Cl)cc1)C(=O)OCC(=O)N1CCCC1=O (centres undefined)
    3.4, -1.5, 0.0, -7.4, 0.1, 11.2, -4.7, i, -1.3, -0.2
CCOc1ccc(CC(=O)N2CCN(c3ccc(N4CCOCC4)nn3)CC2)cc1OCC
    -11.0, -0.5, -4.2, -3.0, 0.1, -7.0, 12.9, ·, 3.5, -0.4
COc1cccc(N2CCN(Cc3nc(N)nc(Nc4ccccc4OC)n3)CC2)c1
    5.7, 1.0, -0.4, 0.4, 1.0, -6.5, -5.0, i, -3.1, -0.1
Cc1cccc(NC(=O)CO/N=C/c2ccc3c(c2)OCO3)c1
    -6.0, 3.1, -3.7, -0.3, -0.8, 8.6, -9.4, i, -7.5, 0.0
Cc1cccc2cc(CN(Cc3cccnc3)C(=O)c3ccccc3F)c(Cl)nc12
    -2.1, -0.9, -0.6, -4.1, 1.2, 15.6, -1.0, i, 3.7, -0.6
CCn1c(SCC(=O)Nc2ccc(NC(=O)c3cccs3)cc2)nnc1-c1cccnc1
    -1.8, 1.2, 6.8, -12.5, 0.0, 35.1*, 1.7, i, 3.0, 0.0
